Pemphigus Ab inh: inhibitors of pemphigus antibody binding to DSG3, primary screen, biochemical, bead-based, flow cytometry, scFv-GFP; DSG3-coupled beads, scFv-anti-DSG3-GFP binding; hits give low values; binding (percent of control), % at 10 µM; hit rate 0.48% among 310,000; AID 588358, 2011; Desmoglein-3 (Homo sapiens), P32926;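 active means binding more than 3 SD below its plate's average and above zero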;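 further: hits lower antibody fragment binding to DSG3; some compounds called inactive have numbers as strong as hits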
NSD2 HMT inh: NSD2 histone methyltransferase inhibitors, primary screen, biochemical, AlphaScreen, single concentration, set 2; inhibition, % at 12.5 µM; Histone-lysine N-methyltransferase NSD2 (Homo sapiens), O96028; NSD2 peptide methylation, 120 min; hit rate 0.54% among 310,000; in the data active means inhibition above about 50%
Arr AP2 block: inhibitors of beta-arrestin/AP2 binding, primary screen, biochemical, GPCR trafficking, flow cytometry; FITC-arrestin peptide / GST-AP2 beads; AP2 beta2 appendage carries R879A mutation; beta-arrestin 1 C-terminal peptide binding to AP2 beta2-adaptin appendage (human); hit rate 0.31% among 340,000; AID 504490, 2011; inhibition, % at 10 µM;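 active means inhibition above a set limit, near 3 SD of compounds lacking own fluorescence, cut at about 54% in these data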;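 further: plate controls were DMSO wells for no effect and 5 µM unlabelled arrestin peptide for full effect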
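Material – AP2 appendage R879A on GSH beads · Buffer or medium – PBS with 0.05% Tween 20 and 0.1% BSA · Probe or stimulus – fluorescein-tagged arrestin peptide at 50 nM final · Incubation – compound with beads 12 min RT, then probe 1 h RT · Detection – high-throughput flow cytometry of beads, ex 488, em 535 nm · Evaluation – percent response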
Keap1 Nrf2 FP: Keap1-Nrf2 protein-protein interaction inhibitors, primary screen, biochemical, fluorescence polarization, single point. Keap1 Kelch-Nrf2 peptide fluorescence polarization, 1536-well. hit rate 0.15% among 340,000. inhibition, % at 9.4 µM. AID 504523, 2011; in the data active means inhibition above about 12%;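 further: human Keap1 Kelch domain with fluorescein labeled Nrf2 9mer peptide probe; 0% = neutral control wells and 100% = peptide positive control; higher means more block of Keap1 binding to Nrf2 peptide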
Target sequence (Q14145 whole entry, looked up, the tested form may be a part): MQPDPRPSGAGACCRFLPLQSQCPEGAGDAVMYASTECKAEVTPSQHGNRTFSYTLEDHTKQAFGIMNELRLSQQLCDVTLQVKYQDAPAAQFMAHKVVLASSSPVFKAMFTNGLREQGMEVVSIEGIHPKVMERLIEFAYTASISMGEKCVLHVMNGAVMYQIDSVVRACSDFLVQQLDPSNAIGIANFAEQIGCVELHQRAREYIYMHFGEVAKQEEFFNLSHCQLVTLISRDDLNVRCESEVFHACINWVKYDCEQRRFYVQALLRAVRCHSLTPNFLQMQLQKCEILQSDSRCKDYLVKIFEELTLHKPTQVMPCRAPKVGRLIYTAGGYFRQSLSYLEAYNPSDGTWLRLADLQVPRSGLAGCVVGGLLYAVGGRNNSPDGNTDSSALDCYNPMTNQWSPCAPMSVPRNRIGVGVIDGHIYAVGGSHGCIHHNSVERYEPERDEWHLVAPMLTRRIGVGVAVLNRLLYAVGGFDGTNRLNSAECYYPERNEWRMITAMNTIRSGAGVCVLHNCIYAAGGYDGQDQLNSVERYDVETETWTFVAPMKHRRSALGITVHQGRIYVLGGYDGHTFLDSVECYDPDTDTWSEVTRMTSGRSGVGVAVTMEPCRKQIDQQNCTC
LANA DNA inh: inhibitors of KSHV C-LANA binding to DNA, primary screen, biochemical, fluorescence polarization, FAM-LBS DNA, MBP-C-LANA, single point; Kaposi's sarcoma herpesvirus LANA C-terminal domain (residues 932-1162) DNA binding; inhibition, % at 9 µM; hit rate 0.078% among 340,000; AID 504423, 2011;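 active means highest replicate inhibition at or above 60% at 9 µM, even if other replicates fall short; inactive means all replicates below 60% inhibition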;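 further: 0% = neutral control wells and 100% = 4 µM acridine orange control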
V-ATPase pHluor: regulators of yeast V-ATPase proton pumping, primary screen, pHLuorin cytosolic pH fluorescence. response, % at 10 µM. hit rate 0.37% among 350,000. S. cerevisiae; in the data active means response mostly above about 7.3%, no sharp cut-off; inactive means mostly below about 5.4%; further: actives read high; inactives centre near 0; some compounds called inactive have numbers as strong as hits
DAGLB inh: DAGLB lipase inhibitors, primary screen, biochemical, fluorescence, HTS. Diacylglycerol lipase-beta (Homo sapiens), Q8NCG7. HEK293T DAGLB membrane lysate, EnzChek fluorogenic substrate. inhibition, % at 5.17 µM. hit rate 0.059% among 340,000. AID 504411, 2011; in the data active means inhibition above about 34%;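 further: 0% = enzyme with vehicle and 100% = wells lacking enzyme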
CAL PDZ FP-1: CAL PDZ peptide-binding inhibitors, primary screen, biochemical, fluorescence polarization, Cer-tagged CAL PDZ, HTS; Golgi-associated PDZ and coiled-coil motif-containing protein (Homo sapiens), Q9HD26; purified CAL PDZ, TMR-peptide fluorescence polarization, 1 h; inhibition, % at 20 µM; hit rate 0.02% among 330,000; AID 504414, 2011;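 active means highest replicate inhibition of at least 40%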;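 further: plate controls were DMSO neutral control wells for no effect and unlabeled competitor peptide control wells for full effect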
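Test system: purified CerCALP PDZ construct; Compound dosing: one concentration, 20 µM compound; Also added: TMR-labelled reporter peptide T*-PRC34 bound in PDZ groove; Read-out: inhibition from polarization loss; Controls: unlabelled peptide and DMSO controls; Signal: FP readout, S and P plane fluorescence; Incubation: 1 h at RT.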
RTF Ca sens inh: cardiac RTF calcium sensitivity inhibitors, primary screen, biochemical, IANBD-TnC fluorescence, EC70 calcium; inhibition, % at 7.15 µM; IANBD-labeled cardiac RTF, Ca2+ fluorescence; hit rate 0.12% among 340,000; Troponin I, cardiac muscle (Homo sapiens) + Troponin T, cardiac muscle (Homo sapiens) + …;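 active means inhibition above the mean inhibition of all tested compounds plus 3 SD, cut at about 17% in these data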;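 further: assay run at fixed EC70 calcium of 1.6 mM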
CAL PDZ FP-2: untagged CAL PDZ binding inhibitors, primary screen, biochemical, fluorescence polarization, HTS; Golgi-associated PDZ and coiled-coil motif-containing protein (Homo sapiens), Q9HD26; purified CAL PDZ, TMR-peptide fluorescence polarization, 1 h; inhibition, % at 24.9 µM; hit rate 0.92% among 300,000; AID 602252, 2012;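 active means mean inhibition of at least 30% with at least half of replicates also reaching 30%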;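 further: 0% = DMSO neutral control and 100% = excess unlabeled competitor peptide PRC23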
* marks the source's active call; other numbers are inactive results; nt = no result given; & = joins results of further samples. These rows are one share of the data; count on the stated rates, not on these rows.

Under each structure – Pemphigus Ab inh	NSD2 HMT inh	Arr AP2 block	Keap1 Nrf2 FP	LANA DNA inh	V-ATPase pHluor	DAGLB inh	CAL PDZ FP-1	RTF Ca sens inh	CAL PDZ FP-2
O=C(CCN1C(=O)/C(=C/c2ccc(F)cc2)SC1=S)NNC(=O)c1ccncc1
→ 99	1	-12	-1	2.3	-2	3	1.7	0	nt
CCOc1ccccc1C(=O)OCC(=O)Nc1ncc(C(F)(F)F)cc1Cl
→ 103	1	6	-6	-1.1	-2	0	0.1	1	nt
Clc1ccc(CSc2nncn2-c2ccc3c(c2)OCCO3)cc1
→ 101	-3	8	1	0.1	-1	0	0.7	-4	-4
Cc1cccc(OCc2nnc(SCC(=O)N3CCN(c4ccccc4)CC3)o2)c1C
→ 88	3	12	1	0.6	-3	-5	-0.1	3	-1
O=c1cc2oc3cc(O)c(O)cc3c(-c3ccccc3[N+](=O)[O-])c-2cc1O
→ 95	128*	20	2	26	1	43*	0.6	29*	-1
CC(C)(C)c1ccc(S(=O)(=O)N2CCCCC2C(=O)NCc2ccccn2)cc1 (configuration not stated)
→ 109	nt	-3	-3	-1.6	-1	3	0.1	1	1
O=C(NC(=S)Nc1ccccc1N1CCOCC1)c1ccc(-c2cccc(Cl)c2)o1
→ 125	-1	-3	-1	-0.9	1	1	-2.0	-7	-1
N#C/C(=C/c1ccc(N2CCCCC2)o1)C(=O)Nc1ccc2ccccc2c1
→ 860	1	-70	-27	-1.9	41*	-151	0.1	-200	0
COc1ccc(/C=C/C2=NN(Cc3ccccc3)C(=O)CC2)cc1
→ 100	16	-16	-4	-1.4	-1	-5	-0.6	-3	-3
CCOC(=O)c1cnc2ccc(Br)cc2c1NCC(C)O (configuration not stated)
→ 108	-6	-3	-1	2.0	-4	-1	0.2	6	-3
CCOC(=O)C1CCN(C(=O)c2ccc(Br)o2)CC1
→ 81	-1	2	-1	-0.8	-1	-2	-0.5	1	-3
Cc1cc(OC(=O)c2cccc(C(F)(F)F)c2)c([N+](=O)[O-])c(=O)[nH]1
→ 98	nt	-10	2	-0.8	0	-3	-0.5	-5	nt
O=C(COc1nncc2ccccc12)NCCC1=CCCCC1
→ 102	4	-3	-1	1.0	-1	1	-0.2	-2	-4
CC(=O)OCC(=O)Nc1ccc(C(C)=O)cc1
→ 97	-1	-4	-3	0.3	-3	3	-0.7	1	4
COc1ccccc1-c1c(C)nn2c(N)c(-c3ccc(Cl)cc3)cnc12
→ 118	-1	6	0	13	2	-1	0.2	4	0
CCCn1c(N)c(N(CCOC)C(=O)CSc2cc(C)c3ccccc3n2)c(=O)[nH]c1=O
→ 103	4	-10	-3	-0.3	2	1	0.8	-4	nt
COc1ccc(S(=O)(=O)CCC(=O)N2CCN(c3ccc(C(C)=O)cc3)CC2)cc1
→ 127	9	-1	-5	-0.4	1	1	-1.0	-20	-5
CCOCCCNC(=O)COC(=O)/C=C/c1ccc(S(=O)(=O)N2CCc3ccccc32)cc1
→ 100	0	-2	3	1.1	-3	-4	0.0	-6	0
Cn1c(=O)[nH]c(=O)c2c1nc(N/N=C/c1ccncc1)n2Cc1ccc(F)cc1
→ 98	62*	12	nt	nt	-4	nt	nt	nt	nt
CCC(C)[C@H](NC(=O)C1CC(=O)N(c2ccc3c(c2)OCO3)C1)C(=O)NC1CCCCC1 (some centres not stated)
→ 106	2	-15	-6	0.1	3	-1	0.0	-18	nt

The results go on:
Under each structure – Pemphigus Ab inh	NSD2 HMT inh	Arr AP2 block	Keap1 Nrf2 FP	LANA DNA inh	V-ATPase pHluor	DAGLB inh	CAL PDZ FP-1	RTF Ca sens inh	CAL PDZ FP-2
Cc1ccccc1NC1=NS(=O)(=O)c2ccccc21
→ 104	-13	-4	-6	0.5	0	2	-2.1	-5	2
Cc1ccc(-c2cn3cccnc3n2)cc1
→ 114	1	-11	3	1.4	-3	1	0.2	-4	-4
C/C(=N\NC(=O)OC(C)(C)C)c1ccccc1Br
→ 85	10	18	-3	0.8	2	1	-1.0	-4	29
CC(C)C(OC(=O)/C=C/c1ccc2c(c1)OCO2)C(=O)NC(N)=O (configuration not stated)
→ nt	-1	-4	-1	0.5	0	-2	11	0	-6
CCOC(=O)C1CCN(S(=O)(=O)c2ccc(OC)c(C(=O)N3CCCCCC3)c2)CC1
→ nt	0	-7	3	1.1	-1	0	-1.2	0	0
CC(=O)c1ccc(NC(=O)Nc2ccc([N+](=O)[O-])cc2)cc1
→ 93	-2	-1	0	0.5	-1	0	0.3	-17	nt
Cc1nc(-c2cc(-c3ccc(Cl)cc3)no2)cs1
→ 98	36	-4	5	1.6	-1	-10	-0.1	-1	-6
CCC(C)(C)NC(=O)C(c1cccc(OC)c1OC)N(CCC(C)C)C(=O)CCC(=O)Nc1cc(C)on1 (configuration not stated)
→ 91	0	10	-1	0.8	0	0	-2.1	6	-2
COc1ccc(S(N)(=O)=O)cc1C(N)=O
→ 93	-4	2	-3	0.4	-6	0	-2.3	-18	-2
Cc1cc2n(n1)SC(Nc1ccc(F)cc1)N2 (configuration not stated)
→ 100	0	33	-2	-1.5	-2	-1	-0.3	-4	-3
CCN1CCCC(CO)(Cc2ccccc2)C1 (configuration not stated)
→ 105	5	15	-4	-0.7	-10	1	nt	16	-3
COc1cc(/C=C2\SC(=S)N(NS(=O)(=O)c3ccc(C)cc3)C2=O)cc(OC)c1OC
→ 99	28	23	-2	0.0	6	11	-0.3	-1	0
CC1CCN(c2c(NCc3ccc(C(=O)NCCc4ccc(Cl)cc4)cc3)c(=O)c2=O)CC1
→ 99	nt	8	2	-0.6	-2	21	0.0	-10	nt
COCCCn1c(SCC(=O)NC2CCCC2)nnc1-c1ccccc1
→ 96	-1	2	0	1.3	0	0	-3.6	-4	-7
O=C(CSc1nnc2n(C3CCCC3)c(=O)c3ccccc3n12)N1CCCCCC1
→ 101	-1	-6	-4	-0.1	0	1	nt	4	-3
O=C1c2ccccc2-c2nc3ccccc3n21
→ 116&104	-3&1	-22&2	1&-3	1.1&-0.7	-3&-4	-1&-2	-0.6&-1.2	-13&-5	-4&-3
Cc1ccccc1NC(=O)c1cc(S(=O)(=O)N2CCOCC2)ccc1F
→ 100	1	12	-5	-0.1	4	0	nt	-6	-5
CCOC(=O)CSc1ccc2nnc(-c3ccccc3)n2n1
→ 104	nt	2	-5	2.1	8	-1	0.3	-1	nt
COc1ccc(CNC(=O)COC(=O)c2ccc3ccccc3n2)cc1
→ nt	-2	-15	-11	0.5	2	0	0.3	-4	-3
CC1=C(C(=O)OCCCCCl)C(c2cc3c(cc2Br)OCO3)NC(=O)N1 (configuration not stated)
→ 115	-2	37	-3	3.5	-1	5	-1.9	-8	-4

Other results:
Under each structure – Pemphigus Ab inh	NSD2 HMT inh	Arr AP2 block	Keap1 Nrf2 FP	LANA DNA inh	V-ATPase pHluor	DAGLB inh	CAL PDZ FP-1	RTF Ca sens inh	CAL PDZ FP-2
COc1ccc(NC(=O)CCN2C(=O)NC3(CCCC3)C2=O)cc1Cl
→ nt	-1	6	0	-0.7	6	-4	-0.3	-3	1
Cc1ccc(CN2CCC(CNC(=O)c3ccc(NC(=O)C4=CSCCO4)cc3)CC2)cc1
→ 110	8	24	-1	0.3	-5	-1	-1.9	-5	-4
COc1ccccc1CNC(=O)c1cc(C2CC2)nc2c1cnn2C(C)C
→ 119	-3	12	-5	-1.7	-4	-6	-1.9	-8	-6
C=CCN1C(=NC(=O)COc2ccc(Cl)cc2)SC2CS(=O)(=O)CC21 (configuration not stated)
→ 101	27	-17	-3	1.4	1	0	-1.0	-1	2
CCOC(=O)N1CCN(S(=O)(=O)N2CCCC(C(=O)NCc3ccc(OC)cc3)C2)CC1 (configuration not stated)
→ 101	-1	-13	3	2.8	1	0	-2.5	-2	-2
CSc1ccccc1NC(=O)CSc1nnnn1-c1ccccc1SC
→ 99	-3	-4	-2	2.2	1	-6	-3.0	-15	-3
COc1ccc(C2NC(=S)NC(O)(C(F)(F)F)C2C(=O)c2cccs2)cc1 (configuration not stated)
→ 112	-3	-3	-2	2.3	3	0	-0.5	-13	0
Cc1nc(CC(=O)Nc2nc(C(C)(C)C)cs2)cs1
→ nt	-2	23	1	-0.2	0	-1	-0.4	-7	8
CN1CCN(C(=O)C(C(=O)c2ccc(F)cc2)n2ccccc2=O)CC1 (configuration not stated)
→ nt	nt	24	3	-1.0	2	0	-0.4	-4	-2
COc1cccc(NC(=O)CN2CCSc3ccccc32)c1
→ 91	5	6	2	1.1	-3	-1	0.2	3	-6
O=C(Nc1ccc(F)cc1F)c1cc(-c2ccc3c(c2)OCO3)on1
→ 111	1	41	0	-1.3	4	0	-2.8	11	-2
CCOC(=O)C1=C(C)N(CCO)C(=O)NC1c1ccccc1 (configuration not stated)
→ 100	-3	18	2	0.6	-7	1	-1.2	3	-3
Cc1ccc(CN2CCN(Cc3c(C)nn(-c4ccc(F)cc4)c3C)CC2CCO)o1 (configuration not stated)
→ 105	11	1	-7	0.2	-2	0	-0.2	5	-2
CC(C)(C)NC(=O)CC1C[C@H](C(=O)N2CCOCC2)[C@@]2(CCC3CCCC3)c3[nH]c4ccccc4c3CCN2C1=O (some centres not stated)
→ 108	nt	-1	-5	-1.0	1	-1	1.0	-1	-3
CN(C)C(=O)c1ccc(NC(=O)c2cc(-c3ccco3)nc3ccccc23)cc1
→ nt	2	6	-8	0.5	6	1	-3.0	1	-2
CCOc1ccc(CCNC(=O)C2CCN(S(=O)(=O)N3CCC(C)CC3)CC2)cc1OCC
→ 97	-3	-2	-2	-0.8	10	0	-0.2	-1	nt
O=C(COC(=O)C1CCN(c2ccc(C(F)(F)F)cn2)CC1)NCc1cccc(Cl)c1
→ 93	0	-4	0	-2.0	-2	-3	-2.1	-1	-8
CSCCCNC(=O)c1ccc(OC2CCN(C(=O)c3cccnc3)CC2)cc1
→ 74	-2	-1	3	-0.7	-4	2	-0.7	2	-1
Cc1ccc2nsnc2c1S(=O)(=O)N1CCN(C)CC1
→ nt	3	-2	5	1.1	-3	2	1.0	-5	-9

Assay outcomes (PubChem)
